Assay outcomes: PubChem BioAssay, Sanford-Burnham Center for Chemical Genomics
MIN6 prolif: inducers of MIN6 beta-cell proliferation, primary screen, ATP luminescence, uHTS. actives 0.29% (n = 330,000). MIN6 cells proliferation, ATPlite luminescence, 48 h; cells starved in 0.2% serum; 100% = growth in 10% serum. proliferation, % at 10 µM;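 active means compounds whose signal lies at least 3.5 SD above the mean of all wells on their plate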;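 further: 0% = DMSO-treated cells in low-serum medium and 100% = 10% serum control; some compounds called inactive have numbers as strong as hits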
SENP1 inh: human SENP1 catalytic domain inhibitors, primary screen, biochemical, FRET, uHTS | Sentrin-specific protease 1 (Homo sapiens), Q9P0U3 | recombinant SENP1 catalytic domain, CyPet-SUMO1-YPet FRET cleavage | inhibition, % at 10 µM | actives 0.21% (n = 360,000) | AID 624204, 2012;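 active means inhibition at least 30% at 10 µM, raw YFP signal under a set limit, fluorescence ratio 0.5 to 1.5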;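 further: 0% = enzyme with DMSO and 100% = no enzyme wells; some results filed as inactive read as strong as hits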
Target sequence (Q9P0U3 419-644 limits assumed): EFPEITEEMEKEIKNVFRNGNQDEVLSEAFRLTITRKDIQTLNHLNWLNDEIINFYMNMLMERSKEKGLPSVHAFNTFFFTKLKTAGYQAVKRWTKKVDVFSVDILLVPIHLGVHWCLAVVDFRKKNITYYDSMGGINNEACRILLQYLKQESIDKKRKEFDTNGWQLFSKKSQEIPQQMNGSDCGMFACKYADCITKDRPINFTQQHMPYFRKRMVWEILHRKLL
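system = hSENP1 catalytic domain, recombinant | reagent = SFCypet-SUMO1-SFYpet substrate at 25 nM | doses = one dose per compound, 10 µM, 0.5% DMSO | incubation = enzyme reaction for 50 min at room temperature, dark | measured by = FRET, CFP and YFP emission | controls = no-enzyme low, enzyme-DMSO high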
SENP7 inh: SENP7 protease inhibitors, primary screen, biochemical, luminescence, uHTS; actives 1.5% (n = 330,000); inhibition, % at 5 µM; recombinant SENP7, Z-RLRGG-aminoluciferin luminescence, 40 min;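 active means inhibition above about 50% at the single test dose, limit read from the data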;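 further: plate controls were DMSO with enzyme for no effect and no enzyme buffer wells for full effect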
Target sequence (Q9BQF6 706-1050 limits assumed): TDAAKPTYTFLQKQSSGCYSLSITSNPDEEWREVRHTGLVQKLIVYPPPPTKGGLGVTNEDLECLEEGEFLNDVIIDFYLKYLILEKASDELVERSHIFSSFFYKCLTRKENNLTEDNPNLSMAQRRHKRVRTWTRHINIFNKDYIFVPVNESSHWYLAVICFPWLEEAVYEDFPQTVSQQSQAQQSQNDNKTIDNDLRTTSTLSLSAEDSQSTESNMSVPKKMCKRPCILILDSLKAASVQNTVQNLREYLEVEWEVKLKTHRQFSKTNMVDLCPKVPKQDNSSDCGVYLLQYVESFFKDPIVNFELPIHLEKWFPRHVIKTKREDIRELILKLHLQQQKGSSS
SENP8 block-1: human SENP8 protease inhibitors, primary screen, biochemical, fluorescence, Nedd8 protein substrate, uHTS; actives 0.64% (n = 360,000); Sentrin-specific protease 8 (Homo sapiens), Q96LD8; AID 602440, 2012; inhibition, % at 20 µM; recombinant SENP8; in the data active means inhibition mostly above about 40%, no sharp cut-off; inactive means mostly below about 27%
Target sequence (Q96LD8 whole entry, looked up): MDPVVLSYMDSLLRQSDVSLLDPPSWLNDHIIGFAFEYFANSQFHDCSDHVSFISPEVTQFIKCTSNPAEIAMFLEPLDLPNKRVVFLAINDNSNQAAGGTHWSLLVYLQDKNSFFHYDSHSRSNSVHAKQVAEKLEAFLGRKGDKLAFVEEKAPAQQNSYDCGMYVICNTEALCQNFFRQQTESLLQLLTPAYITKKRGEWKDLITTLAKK
HKDC1 inh: HKDC1 hexokinase inhibitors, primary screen, biochemical, fluorescence, uHTS; Q2TB90; recombinant HKDC1, G6PDH/diaphorase resazurin coupled fluorescence; inhibition, % at 20 µM; actives 0.16% (n = 340,000); AID 493160, 2011;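 active means inhibition above about 35% when tested at 20 µM, limit read from the data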;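 further: plate controls were DMSO wells with enzyme for no effect and DMSO wells lacking enzyme for full effect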
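Test system: recombinant HKDC1 (HK5) hexokinase enzyme, produced in-house / Doses: 20 µM test compound, 1% DMSO / Timing: 90 min, room temperature / Detection: G6PDH/diaphorase-coupled fluorescence, 1 mM NADP, 100 µM resazurin, 525/613 nm / Control set: DMSO wells with and without enzyme mix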
SENP8 block-2: SENP8 protease inhibitors, primary screen, biochemical, luminescence; purified SENP8, Z-RLRGG-aminoluciferin cleavage; AID 2540, 2010; Sentrin-specific protease 8 (Homo sapiens), Q96LD8; inhibition, % at 10 µM; actives 1.2% (n = 330,000); in the data active means inhibition above about 50%
SENP6 inh: SENP6 protease inhibitors, primary screen, biochemical, luminescence, uHTS; Recombinant SENP6 catalytic domain, aminoluciferin luminescence; actives 1.8% (n = 330,000); AID 2599, 2010; Sentrin-specific protease 6 (Homo sapiens), Q9GZR1; inhibition, % at 10 µM;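 active means inhibition above about 50% at the single tested dose, limit read from the data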;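 further: plate controls were DMSO wells with enzyme for no effect and DMSO wells lacking enzyme for full effect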
PfGluPho inh: PfG6PD enzyme inhibitors, primary screen, biochemical, fluorescence intensity, uHTS; inhibition, % at 20 µM; actives 0.78% (n = 350,000); glucose-6-phosphate dehydrogenase-6-phosphogluconolactonase (Plasmodium falciparum 3D7); PfGluPho enzyme, NADPH resazurin-diaphorase fluorescence;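 active means inhibition reaching at least a set limit at 20 µM in the primary screen, cut at about 59% in these data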;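 further: 0% = DMSO wells with substrate and 100% = DMSO wells lacking glucose-6-phosphate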
UBC13 inh: UBC13 polyubiquitin chain formation inhibitors, primary screen, biochemical, TR-FRET, uHTS; actives 0.47% (n = 330,000); AID 485273, 2010; Ubiquitin-conjugating enzyme E2 N (Homo sapiens), P61088; inhibition, % at 20 µM; in the data active means inhibition above about 45%, passing the limit was not always enough
Target sequence (P61088 whole entry, looked up): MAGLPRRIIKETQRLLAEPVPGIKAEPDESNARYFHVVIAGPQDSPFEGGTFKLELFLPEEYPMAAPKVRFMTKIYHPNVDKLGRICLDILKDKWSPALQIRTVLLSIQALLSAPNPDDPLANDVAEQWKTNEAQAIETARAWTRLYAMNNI
* marks the source's active call; other numbers are inactive results; · = no result given.

[1] Cc1nn(C)c(C)c1NC(=O)c1cnn2c(C(F)F)cc(-c3ccccc3)nc12
[2] O=C(c1ccco1)N1CCN(c2nc3ccccc3n3nnnc23)CC1
[3] O=C(NNC(=O)c1ccccc1OCc1ccc(F)cc1)c1ccccc1O
[4] Nc1nc2n(n1)C(c1cccs1)CC(c1ccc(F)cc1)N2 (stereo not drawn)
[5] O=C(NCc1ccc(Cl)cc1)C(=O)c1cn(CC(=O)N2CCOCC2)c2ccccc12
[6] COc1ccc(Nc2ncnc3c2cnn3Cc2ccccc2)cc1
[7] CC(=O)c1ccc(OC(=O)c2ccc(-n3nc(C)cc3C)cc2)cc1
[8] N/C(=N\O)c1ccc(NC(=O)c2cccs2)cc1
[9] COc1ccc(NC(=O)C2(N(C(=O)Cn3nnnc3N)c3ccc(OC)cc3)CCCCC2)cc1
[10] Cc1cc(NC(=O)Nc2cccc(Cl)c2)n(-c2ccccc2)n1
Compound	1	2	3	4	5	6	7	8	9	10
MIN6 prolif	0	2	-7	-1	0	0	-3	-2	6	-2
SENP1 inh	·	-135	0	-8	2	1	4	1	0	5
SENP7 inh	-6	-1	-1	7	1	7	32	8	6	-1
SENP8 block-1	·	-306	-119	-277	5	-14	22	4	1	-1
HKDC1 inh	·	6	-6	0	-4	-3	-8	2	8	-2
SENP8 block-2	-8	17	-5	-2	-2	-1	13	-4	-5	-9
SENP6 inh	1	19	-20	0	-5	-10	30	-7	5	-24
PfGluPho inh	·	11	120*	-5	-7	19	11	9	-4	10
UBC13 inh	-17	-9	-2	-7	9	12	2	-3	2	2

[11] Cc1cc[n+]2c3c(cccc13)CCC2
[12] COCCOc1ccc(C(F)(F)F)cc1NC(=O)COC(=O)c1cc([N+](=O)[O-])ccc1N1CCOCC1
[13] C/C(=N/NC(=O)CNC(=O)Cc1ccccc1)c1ccco1
[14] O=C(CNC(=O)c1ccc2c(c1)OCO2)Nc1cccc(Br)c1
[15] Cc1ccc(S(=O)(=O)N2CCN(C(=O)C3CCN(C(=O)c4ccc(F)cc4)CC3)CC2)c(C)c1
[16] CCn1c(O)c(N=NC(=O)c2cccs2)c2ccccc21
[17] O=C(CN1C(=O)NC(c2ccccc2)(c2ccccc2)C1=O)NCc1ccco1
[18] Cc1cc(SCC(=O)c2ccc3c(c2)OCO3)nc2ccccc12
[19] C=CCN(CC=C)Cc1c(O)ccc2c(=O)c(-c3ccccc3)coc12
[20] CCC(C)c1ccccc1OCC(=O)NN1C(=O)c2ccccc2C1=O (stereo not drawn)
Compound	11	12	13	14	15	16	17	18	19	20
MIN6 prolif	-5	1	-1	-4	-4	-2	-1	-1	-1	-2
SENP1 inh	1	0	2	1	-3	-1	1	-9	1	1
SENP7 inh	-2	-8	4	4	-13	-7	-5	-2	3	4
SENP8 block-1	-42	23	17	4	22	24	-1	1	-309	10
HKDC1 inh	0	-3	-9	-4	-6	-2	-5	3	0	-2
SENP8 block-2	-8	-3	4	-9	1	-9	-10	1	0	-4
SENP6 inh	1	-1	-1	7	-7	-19	-22	-5	-2	12
PfGluPho inh	-4	31	-6	-2	-15	18	4	7	4	-14
UBC13 inh	-7	4	5	0	-5	-17	-26	25	9	-3

[21] O=C(O)c1ccc(NC(CSCc2ccccc2F)C(=O)O)c([N+](=O)[O-])c1 (stereo not drawn)
[22] O=C(COc1ccccc1F)NCC(c1ccc(F)cc1)N1CCOCC1 (stereo not drawn)
[23] CN(CC(=O)Nc1ccccc1Br)C(=O)c1cc(S(=O)(=O)N(C)C)ccc1N1CCCC1
[24] Cc1cc(C)cc(-n2ccn(CC(=O)NCCc3ccccc3)c(=O)c2=O)c1
[25] CC(C)C[C@@H](CN)NC(=O)c1nc[nH]c1C(=O)N[C@@H](CC(C)C)C(=O)CNC[C@H](C)NC(=O)c1nc[nH]c1C(=O)N[C@@H](C)C(=O)O
[26] CCN(CC(=O)Nc1cc(Cl)ccc1C)C(=O)Cn1c(=O)cnc2ccccc21
[27] C[n+]1c2n(c3ccccc31)N=C(c1ccc(Cl)cc1)CS2
[28] O=C(O)c1sc2ncccc2c1OCc1ccccc1
[29] O=C(COc1ccccc1[N+](=O)[O-])N/N=C/c1ccc(O)c([N+](=O)[O-])c1
[30] Cc1ccnc(SCc2cc(=O)c(OC(=O)c3ccc(Cl)c([N+](=O)[O-])c3)co2)n1
Compound	21	22	23	24	25	26	27	28	29	30
MIN6 prolif	1	-7	-3	-3	·	4	-6	0	0	-2
SENP1 inh	2	-6	1	0	-3	2	3	0	3	3
SENP7 inh	-4	-5	2	-12	·	2	11	5	4	-5
SENP8 block-1	7	2	-9	18	7	9	28	6	23	18
HKDC1 inh	-11	-3	-3	-4	-2	2	-19	-5	0	-11
SENP8 block-2	-2	-17	-3	-5	·	9	6	4	2	-14
SENP6 inh	8	-12	-8	-11	·	-8	9	5	7	-12
PfGluPho inh	-16	0	5	-6	-2	6	-14	-10	5	-11
UBC13 inh	-1	-6	0	-3	·	5	-3	-8	-26	-1

More results.
Values in the order: MIN6 prolif	SENP1 inh	SENP7 inh	SENP8 block-1	HKDC1 inh	SENP8 block-2	SENP6 inh	PfGluPho inh	UBC13 inh
31: Cn1nccc1-c1cc(Cl)cc(Cl)c1O
    0	0	-5	-39	-4	-3	-30	7	-5
32: CCCCNC(=O)C1CCCN(S(=O)(=O)CC)C1 (stereo not drawn)
    -3	2	0	8	-10	2	4	6	-8
33: COC(=O)COc1ccc(S(=O)(=O)NCc2ccco2)cc1
    0	1	8	9	-8	-4	-8	-9	-8
34: CCN(CC(=O)NC(C)C)C(=O)c1cc(S(=O)(=O)N2CCCCC2)ccc1N1CCCCC1
    1	0	3	3	-2	9	-4	0	-4
35: BrC(=C\c1ccccc1)/C=N/n1cnnc1
    ·	1	·	1	-1	·	·	4	·
36: CC(C)CC(O)(c1ccccc1)C(CN1CCOCC1)c1ccccc1 (stereo not drawn)
    -3	3	-1	7	4	9	1	6	10
37: C[C@H](CO)N1C[C@H](C)[C@@H](CN(C)Cc2ccc(Cl)c(Cl)c2)Oc2c(NC(=O)C3CCOCC3)cccc2C1=O
    0	2	-5	14	-3	2	-19	7	8
38: Cc1ccc(S(=O)(=O)N2CCN(C(=O)n3ccnc3)CC2)cc1
    0	0	-5	17	-1	-12	2	-15	-10
39: O=C(Cn1nc(-c2ccccc2)nc1-c1ccccc1)OC1CCCCC1
    -3	3	-4	-5	0	-5	-2	21	2
40: Cc1nn(-c2ccccc2)nc1CNS(C)(=O)=O
    -2	1	3	6	0	3	4	2	3

Next entries:
Values in the order: MIN6 prolif	SENP1 inh	SENP7 inh	SENP8 block-1	HKDC1 inh	SENP8 block-2	SENP6 inh	PfGluPho inh	UBC13 inh
41: Cc1ccccc1-c1nc2c3ccccc3nc(=S)n2[nH]1
    ·	0	·	-2	-16	·	·	-7	·
42: O=C(/C=C/c1ccccc1)CC(=O)c1ccccc1
    ·	-1	·	-13	-5	·	·	0	·
43: CC(=O)Nc1nnc(SCC(=O)NC2CC2)s1
    3	1	-5	2	-7	5	10	3	2
44: CCN(CC(=O)Nc1ccccc1C(F)(F)F)C(=O)CSCc1c(C)noc1C
    2	2	-9	12	-4	-5	-2	3	4
45: CCOCCN1CCN(C2c3ccccc3CSc3ccccc32)CC1 (stereo not drawn)
    -4	-5	2	14	0	4	-4	4	1
46: O=C(NC(=S)Nc1cccc2ncccc12)c1ccco1
    -4	3	10	3	-7	-11	-3	10	-12
47: CCSCCOC(=O)C1=C(C)NC(=O)NC1c1ccccc1 (stereo not drawn)
    3	1	1	25	-5	4	11	-10	6
48: COc1ccc(NC(=O)C2CCN(Cc3cnn(-c4ccccc4)c3-n3cccc3)CC2)cc1OC
    -1	1	1	10	-5	-6	-14	9	6
49: O=C1CCC(C(=O)Nc2ccc(Cl)cc2)N1 (stereo not drawn)
    -3	1	4	12	-6	5	4	-11	-3
50: COc1ccccc1C(=O)NC(CCSC)C(=O)N1CCN(C(C)=O)CC1 (stereo not drawn)
    3	3	-6	6	-4	9	-5	-8	6

Continuation.
Values in the order: MIN6 prolif	SENP1 inh	SENP7 inh	SENP8 block-1	HKDC1 inh	SENP8 block-2	SENP6 inh	PfGluPho inh	UBC13 inh
51: COc1cccc(NC(=O)COC(=O)Cc2ccccc2[N+](=O)[O-])c1
    -1	2	-2	12	-1	6	4	-5	3
52: Clc1ccc(SCCCCN2CCOCC2)cc1
    0	1	-1	12	-3	3	-5	-11	4
53: COC(=O)c1ccc(OC)c(-c2c(OC)cc(OC)cc2OC)c1
    -1	0	-2	15	17	-7	-5	-10	10
54: O=C(CSc1nn(-c2ccc(F)cc2)c(=S)s1)NC(=O)NCc1ccco1
    1	0	8	8	-8	6	-2	13	-10
55: Cc1ccc(S(=O)(=O)NCCC(=O)NC2CCCCC2)cc1
    -2	2	-6	19	7	-17	-13	-15	-4
56: O=C(CN1C(=O)COc2ccccc21)N(CCCN1CCOCC1)CC1CC=CCC1 (stereo not drawn)
    -3	2	-10	14	-7	-2	-11	-11	-9

By substructure: those above containing fluorine
Values in the order: MIN6 prolif	SENP1 inh	SENP7 inh	SENP8 block-1	HKDC1 inh	SENP8 block-2	SENP6 inh	PfGluPho inh	UBC13 inh
1: Cc1nn(C)c(C)c1NC(=O)c1cnn2c(C(F)F)cc(-c3ccccc3)nc12
    0	·	-6	·	·	-8	1	·	-17
3: O=C(NNC(=O)c1ccccc1OCc1ccc(F)cc1)c1ccccc1O
    -7	0	-1	-119	-6	-5	-20	120*	-2
4: Nc1nc2n(n1)C(c1cccs1)CC(c1ccc(F)cc1)N2 (stereo not drawn)
    -1	-8	7	-277	0	-2	0	-5	-7
12: COCCOc1ccc(C(F)(F)F)cc1NC(=O)COC(=O)c1cc([N+](=O)[O-])ccc1N1CCOCC1
    1	0	-8	23	-3	-3	-1	31	4
15: Cc1ccc(S(=O)(=O)N2CCN(C(=O)C3CCN(C(=O)c4ccc(F)cc4)CC3)CC2)c(C)c1
    -4	-3	-13	22	-6	1	-7	-15	-5
21: O=C(O)c1ccc(NC(CSCc2ccccc2F)C(=O)O)c([N+](=O)[O-])c1 (stereo not drawn)
    1	2	-4	7	-11	-2	8	-16	-1
22: O=C(COc1ccccc1F)NCC(c1ccc(F)cc1)N1CCOCC1 (stereo not drawn)
    -7	-6	-5	2	-3	-17	-12	0	-6
44: CCN(CC(=O)Nc1ccccc1C(F)(F)F)C(=O)CSCc1c(C)noc1C
    2	2	-9	12	-4	-5	-2	3	4
54: O=C(CSc1nn(-c2ccc(F)cc2)c(=S)s1)NC(=O)NCc1ccco1
    1	0	8	8	-8	6	-2	13	-10
